KOR beta-arrestin-1: KOR agonists, beta-arrestin recruitment, primary screen, cell-based, luminescence, uHTS (AID 1777) | KOR beta-arrestin recruitment, luminescence; higher % means a stronger effect | activation, % at 10 µM; hits with a dose series show EC50 in µM | 280,000 tested, 0.02% active; in the data active means activation above about 50%, passing the limit was not always enough; further: a part of the inactive calls stands beside numbers as strong as those of hits
Rac1 GTP hydrolysis: MgcRacGAP GTPase-activating activity inhibitors, confirmation, biochemical, ADP Hunter fluorescence | Rac GTPase-activating protein 1 (Homo sapiens) | MgcRacGAP-stimulated Rac1 GTP hydrolysis, ADP Hunter fluorescence; higher % means a stronger effect; GST-tagged Rac1 F28L mutant substrate | one-dose inhibition, % at 30 µM; IC50 in µM for titrated hits | 340,000 tested, 0.6% active | AID 624330, 2012;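 active means first-screen hits whose inhibition reached a set limit at any dose in the follow-up dose series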;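 further: fluorescence reports GDP produced by GAP-driven GTP hydrolysis; strong numbers were not always called active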
HIV fusion peptide: inhibitors of HIV fusion peptide binding, primary screen, biochemical, uHTS, fluorescence dequenching (AID 1986); 290,000 tested, 0.3% active; cell-free peptide binding, fluorescence dequenching, 30 min; higher % means a stronger effect; one-dose inhibition, % at 20 µM; IC50 in µM for titrated hits; in the data active means inhibition mostly above about 52%, no sharp cut-off; inactive means mostly below about 76%; further: some results filed as inactive read as strong as hits
GPR55 beta-arrestin: GPR55 agonists via beta-arrestin recruitment, primary screen, imaging, U2OS cells, beta-arrestin-GFP redistribution (AID 1961); G-protein coupled receptor 55 (Homo sapiens); U2OS GPR55 beta-arrestin-GFP redistribution imaging; higher % means a stronger effect; activation, % at 10 µM; hits with a dose series show EC50 in µM; 290,000 tested, 0.048% active;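 active means activation above 40% with more than 50 cells counted in the well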;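 further: U2OS osteosarcoma cells stably expressing GPR55 and beta-arrestin-GFP; plate controls were DMSO negative control for no effect and LPI positive control for full effect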
NOD2 inhibition: NOD2 signaling inhibitors, cell-based, luminescence, uHTS, HEK293 (AID 1566) | 290,000 tested, 0.63% active | inhibition, % at 4 µM, or EC50 in µM where a hit was titrated | HEK293 NOD2/NF-kB luciferase reporter, luminescence; higher % means a stronger effect; further: many of its hits are not listed in these tables
NOD1 inhibition: NOD1 signaling inhibitors, primary screen, cell-based, luminescence, uHTS (AID 1578) | NOD1-driven NF-kB luciferase reporter cells, luminescence; higher % means a stronger effect | one-dose inhibition, % at 4 µM; EC50 in µM for titrated hits | 290,000 tested, 1% active; in the data active means inhibition mostly above about 36%, no sharp cut-off; inactive means mostly below about 34%;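 further: HEK-293T reporter cells stimulated with the NOD1 agonist gamma-tri-DAP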
KOR beta-arrestin-2: KOR antagonists, beta-arrestin recruitment, cell-based, luminescence, uHTS (AID 1778); Kappa-type opioid receptor (Homo sapiens); KOR beta-arrestin recruitment, luminescence, antagonist mode; higher % means a stronger effect; inhibition, % at 10 µM, or IC50 in µM where a hit was titrated; 290,000 tested, 0.091% active; further: strong numbers were not always called active
Large T inhibition: SV40 large T antigen inhibitors, biochemical (AID 1903); SV40 large T antigen ATPase/helicase inhibition assay; higher % means a stronger effect; inhibition, % at 20 µM, or IC50 in µM where a hit was titrated; 310,000 tested, 0.39% active; in the data active means a potency from the dose series; further: strong numbers were not always called active
GPR55 LPI antagonism: GPR55 antagonists blocking LPI-driven arrestin recruitment, primary screen, imaging, U2OS, beta-arrestin-GFP, LPI agonist (AID 2013). inhibition, % at 10 µM; hits with a dose series show IC50 in µM. 290,000 tested, 0.13% active. U2OS GPR55 beta-arrestin-GFP translocation imaging, LPI antagonism; higher % means a stronger effect. G-protein coupled receptor 55 (Homo sapiens);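 active means spots per cell inhibited over 60%, with over 100 cells counted and total cytoplasm intensity under 500,000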;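 further: U2OS cells stably carrying GPR55 and arrestin-GFP stimulated by 5 µM LPI near EC80; imaged beta-arrestin-GFP aggregate spots per cell after agonist stimulation; plate controls were LPI-stimulated DMSO wells for no effect and DMSO wells without LPI for full effect; some results filed as inactive read as strong as hits; confirmed hits need IC50 under 10 µM and bright autofluorescent wells are also inconclusive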
* marks the source's active call; other numbers are inactive results; · = no result given; & = joins results of further samples; [ ] = another dose, or the depositor's remark. Unless noted, no stated cut-off is given here; in the data, active means inhibition above about 50%; inactive means the rest. This is a subset; count on the stated rates, not on these rows.

#	SMILES	KOR beta-arrestin-1	Rac1 GTP hydrolysis	HIV fusion peptide	GPR55 beta-arrestin	NOD2 inhibition	NOD1 inhibition	KOR beta-arrestin-2	Large T inhibition	GPR55 LPI antagonism
1	O=[N+]([O-])c1cccc(C=Nc2cc3c(cc2Br)OCCO3)c1	-2.7%	13%	2.8%	-0.1%	8%	-12%	18%	20%	14%
2	O=C(c1ccccc1)c1cc2ccccc2oc1=O	-5.4%	14%	-0.9%	-0.1%	-19%	-5%	-12%	8%	4%
3	COc1cccc(NC(=O)C2CCCN(c3ncnc4c3nc3n4CCCCC3)C2)c1 (configuration not stated)	-2.2%	8%	0.8%	-0.1%	31%	-21%	-18%	9%	7%
4	Cc1cccc(CSc2nc(N)c(C#N)c(-c3cccs3)c2C#N)c1	-3.3%	4%	-0.4%	-0.1%	25%	3%	-7%	1%	2%
5	O=C(Nc1ccccc1)c1nnn(Cc2ccccc2)c1NC(=O)C(F)(F)F	1.3%	9%	-4.9%	-0.2%	16%	-2%	-12%	11%	10%
6	COc1ccc(C(=O)COC(=O)[C@H](C)Nc2ccc(C(F)(F)F)cc2[N+](=O)[O-])cc1	-2.7%	10%	4.5%	0.4%	4%	-14%	-5%	4%	6%
7	OC(COCc1ccco1)CN1CCN(c2ccccc2)CC1 (configuration not stated)	-0.9%	28%	0.1%	0.1%	12%	-16%	14%	-4%	4%
8	COc1ccccc1NC(=O)NC1(C(=O)N2CCCCC2)CCCCC1	-5.5%	8%	2.6%	-0.1%	11%	2%	-10%	11%	-2%
9	Cc1cc(C(=O)CSc2nnc(N)s2)c(C)n1Cc1ccco1	-1.8%	-1%	-1.2%	0.4%	-78%	-22%	23%	9%	7%
10	CC(=O)c1cc(C#N)c(SCc2ccncc2)nc1C	6.1%	11%	-1.5%	-0.2%	17%	15%	12%	33%	-4%
11	COc1ccc(CCNC(=O)CSc2nnc(-c3cccc(C)c3)o2)cc1OC	24%	6%	-0.4%	-0.3%	2%	-35%	-29%	7%	-11%
12	Cc1onc(C(N)=O)c1C(=O)Nc1ncc(C(F)(F)F)cc1Cl	-2.1%	3%	-2.6%	-0.3%	18%	-8%	8%	1%	-4%
13	CC(=O)Nc1ccc(NC(=O)c2c(-c3ccccc3Cl)noc2C)cc1	0.6%	6%	2.2%	-0.1%	-2%	22%	-44%	12%	2%
14	Cc1cccc(CN2CCC(Oc3ccc(C(=O)N4CCCC4)cc3)CC2)n1	-0.2%	3%	0.8%	-0.1%	-10%	-30%	-8%	7%	11%
15	O=C(Nn1cnc2ccccc2c1=O)c1ccc([N+](=O)[O-])cc1	0.1%	5%	-1.2%	-0.5%	12%	-49%	-13%	4%	-3%
16	COc1ccc(CN2CCN(c3nc4ccccc4s3)CC2)cc1	1.5%	·	1.0%	-0.1%	4%	-4%	6%	·	9%
17	Cc1onc(-c2c(F)cccc2Cl)c1C(=O)NC(=S)Nc1c(C)n(C)n(-c2ccccc2)c1=O	-6.8%	7%	-1.4%	0.2%	21%	-13%	-13%[20 µM]	21%	5%
18	CC1CCN(c2cc(C#N)c(C#N)cc2[N+](=O)[O-])CC1	2.2%	7%	0.0%	-0.2%	-10%	-27%	6%	5%	5%
19	COC(=O)c1ccc(/C=C/C(=O)c2ccc(OC)c(OC)c2)cc1	9.3%	14%	0.0%	0.2%	3%	40%	24%	-1%	14%
20	Cn1c(=O)c2c(ncn2CCOc2ccc(Br)cc2)n(C)c1=O	0.7%	9%	-1.5%	0.3%	24%	15%	-30%	-1%	-1%
21	CCOC(=O)c1ccc2ncc(C(=O)OCC)c(Nc3ccc(N4CCOCC4)cc3)c2c1	2.2%	19%	0.6%	4.7%	-120%	107%*	-55%	30%	9%
22	CCN(CC)c1ccc(/C=N/NC(=O)c2c(-c3ccccc3)noc2C)cc1	-2.6%	12%	-3.0%	0.0%	23%	-17%	-26%	8%	13%
23	Nc1nnnn1/N=C/c1ccc(F)cc1	3.6%	·	0.1%	0.0%	-18%	7%	34%	-1%	6%
24	COc1ccc2nc3ccccc3nc2c1NC(=O)c1ccc(Cl)cc1Cl	2.7%	9%	149%	-0.2%	-8%	-39%	1%	2%	4%
25	CCOC(=O)c1cc(NC(=O)NCc2ccco2)c(C)nc1C	1.8%	4%	-3.1%	-0.2%	2%	-26%	-4%	-1%	-5%
26	Cc1ccc(N2C(=O)NC(NC(=O)C(C)(C)C)(C(F)(F)F)C2=O)cc1 (configuration not stated)	-3.3%	5%	0.5%	-0.3%	20%	7%	-11%	3%	0%
27	C=CCOC(=O)C(=O)/C=C/c1coc2ccccc2c1=O	0.3%	20%	19%	0.2%	23%	-2%	-30%	16%	0%
28	CCOC(=O)Nc1ccc2c(c1)N(C(=O)OCCN(C)C)c1ccccc1CC2	-2.4%&0.1%	2%&2%	-0.8%&-0.5%	-0.1%&0.3%	15%&11%	-14%&-10%	31%&-9%	5%&-17%	20%&9%
29	Nc1c(S(=O)(=O)c2cc(Cl)ccc2Cl)c2nc3ccccc3nc2n1CCN1CCOCC1	-1.3%	-2%	-2.3%	0.0%	-19%	8%	-8%	13%	15%
30	Cc1ccc(N2C(=O)SC(Cc3ccccc3)C2=O)cc1 (configuration not stated)	1.3%	5%	1.2%	0.0%	15%	-2%	5%	3%	-17%

A draw from above in order of formula weight, rising:
#	SMILES	KOR beta-arrestin-1	Rac1 GTP hydrolysis	HIV fusion peptide	GPR55 beta-arrestin	NOD2 inhibition	NOD1 inhibition	KOR beta-arrestin-2	Large T inhibition	GPR55 LPI antagonism
12	Cc1onc(C(N)=O)c1C(=O)Nc1ncc(C(F)(F)F)cc1Cl	-2.1%	3%	-2.6%	-0.3%	18%	-8%	8%	1%	-4%
11	COc1ccc(CCNC(=O)CSc2nnc(-c3cccc(C)c3)o2)cc1OC	24%	6%	-0.4%	-0.3%	2%	-35%	-29%	7%	-11%
29	Nc1c(S(=O)(=O)c2cc(Cl)ccc2Cl)c2nc3ccccc3nc2n1CCN1CCOCC1	-1.3%	-2%	-2.3%	0.0%	-19%	8%	-8%	13%	15%

Single records (already shown). Order of screens: KOR beta-arrestin-1, Rac1 GTP hydrolysis, HIV fusion peptide, GPR55 beta-arrestin, NOD2 inhibition, NOD1 inhibition, KOR beta-arrestin-2, Large T inhibition, GPR55 LPI antagonism
`COC(=O)c1ccc(/C=C/C(=O)c2ccc(OC)c(OC)c2)cc1` as listed: 9.3%, 14%, 0.0%, 0.2%, 3%, 40%, 24%, -1%, 14%
`OC(COCc1ccco1)CN1CCN(c2ccccc2)CC1` (configuration not stated) as listed: -0.9%, 28%, 0.1%, 0.1%, 12%, -16%, 14%, -4%, 4%
`CCOC(=O)c1cc(NC(=O)NCc2ccco2)c(C)nc1C` as listed: 1.8%, 4%, -3.1%, -0.2%, 2%, -26%, -4%, -1%, -5%
`Nc1nnnn1/N=C/c1ccc(F)cc1` as listed: 3.6%, ·, 0.1%, 0.0%, -18%, 7%, 34%, -1%, 6%
`COc1cccc(NC(=O)C2CCCN(c3ncnc4c3nc3n4CCCCC3)C2)c1` (configuration not stated) as listed: -2.2%, 8%, 0.8%, -0.1%, 31%, -21%, -18%, 9%, 7%

The results go on:
#	SMILES	KOR beta-arrestin-1	Rac1 GTP hydrolysis	HIV fusion peptide	GPR55 beta-arrestin	NOD2 inhibition	NOD1 inhibition	KOR beta-arrestin-2	Large T inhibition	GPR55 LPI antagonism
31	NC(=O)c1ccccc1NC(=O)CCc1ccccc1	-3.9%	2%	-0.8%	0.2%	-48%	-24%	-2%	11%	8%
32	COC(=O)c1c(-c2cccs2)csc1NC(=O)c1cccnc1	-3.2%	11%	1.3%	0.2%	-14%	-36%	-15%	2%	2%
33	COc1ccc(-c2noc(COc3ccc(C)c(C)c3)n2)cc1OC	-5.1%	11%	2.1%	-0.1%	18%	-28%	-29%	7%	13%
34	CCOc1cccc(C(=O)Nc2ccc3oc(Cc4ccc(Cl)cc4)nc3c2)c1	-4.8%	9%	0.2%	-0.1%	32%	51%	7%	12%	2%
35	O=C(NCc1ccccc1)C(c1cccs1)N(C(=O)c1csnn1)C1CC1 (configuration not stated)	-1.8%	6%	-0.5%	-0.2%	12%	15%	-31%	1%	10%
36	CCOc1ccc(Br)cc1S(=O)(=O)Nc1ccc(NC(=O)c2ccccc2C)cc1	1.8%	7%	-0.1%	0.1%	-108%	-56%	8%	4%	12%
37	COC(=O)CN1C(=O)Nc2ccc(Br)cc2C1c1ccccc1Cl (configuration not stated)	0.5%	14%	2.0%	-0.1%	4%	14%	-30%	17%	15%
38	CN(C)S(=O)(=O)c1ccc(NC(=O)CN2CCN(c3ccccn3)CC2)cc1	-5.8%	3%	-1.5%	0.4%	3%	-4%	36%	7%	8%
39	C[C@@H]1NC(=O)c2cc([N+](=O)[O-])cc(I)c2OCC[C@@H](C(=O)NC(CC(=O)O)C(N)=O)NC(=O)[C@H](CC(N)=O)NC1=O (some centres not stated)	-2.9%	·	11%	-0.3%	-4%	-34%	8%	19%	-2%
40	O=S(=O)(NNc1nccc(C(F)(F)F)n1)c1cccc(Cl)c1Cl	3.2%	-2%	-1.4%	-0.2%	11%	-3%	4%	29%	-3%
41	COc1ccc(-c2ccc(=O)n(CC(=O)Nc3ccc4c(c3)OCCO4)n2)cc1	·	5%	2.0%	-0.1%	5%	-15%	-5%[20 µM]	5%	-2%
42	Cn1ncc2c(Nc3ccccc3Cl)nc(Nc3ccccc3Cl)nc21	4.5%	-3%	2.8%	0.0%	-47%	-1%	-21%	9%	-7%
43	O=S1(=O)CCC(N2CCOCC2)C1 (configuration not stated)	-1.5%	5%	0.0%	0.0%	8%	0%	11%	8%	-1%
44	Cc1ccc2c(c1)N(C(=O)CCC(=O)N1CCc3ccccc3C1)CCO2	1.3%	15%	-0.6%	0.0%	0%	4%	-3%	3%	5%
45	O=C1C2ON(c3ccccc3)C(c3cccnc3)C2C(=O)N1Cc1ccccc1 (configuration not stated)	0.4%	-2%	0.5%	0.6%	-7%	-4%	-59%	5%	-2%
46	COc1ccc(C(=O)N2CCN(c3ccc(NC(=O)c4cccnc4)cc3)CC2)cc1	5.8%	1%	-1.3%	0.5%	8%	-39%	-10%	-1%	1%

Source: PubChem (several laboratories)
